Screens (PubChem)
esBAF inh: blocks esBAF chromatin remodeling in mouse ES cells; Bmi1-luciferase knock-in reporter, 24 h; 100% = twice the neutral-well signal; reporter increase, % at 12.5 µM; 350,000 compounds, 2% hits; in the data active means activation above about 40%;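 further: 0% = median of the plate's neutral control wells and 100% = double that signal; a rise in the Bmi1 reporter signal indicates esBAF inhibition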
RAD52 inh: inhibitors of human RAD52 DNA annealing | AID 651710 | 360,000 compounds, 0.46% hits | recombinant RAD52 DNA annealing, FRET fluorescence | inhibition, % at 18.7 µM;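 active means every replicate showing at least 50% inhibition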
Target sequence (P43351 whole entry, looked up): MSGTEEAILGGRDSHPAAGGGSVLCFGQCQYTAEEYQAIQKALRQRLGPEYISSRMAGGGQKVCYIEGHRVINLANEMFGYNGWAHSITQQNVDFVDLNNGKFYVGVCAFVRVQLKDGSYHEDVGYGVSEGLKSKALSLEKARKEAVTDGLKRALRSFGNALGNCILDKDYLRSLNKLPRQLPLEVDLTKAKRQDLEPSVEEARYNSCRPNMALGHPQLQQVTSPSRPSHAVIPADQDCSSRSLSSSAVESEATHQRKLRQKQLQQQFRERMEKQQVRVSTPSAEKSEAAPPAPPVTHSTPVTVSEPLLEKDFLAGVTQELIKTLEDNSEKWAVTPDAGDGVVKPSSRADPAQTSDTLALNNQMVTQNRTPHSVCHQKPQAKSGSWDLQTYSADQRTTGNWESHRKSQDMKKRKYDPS
INS-1E GSIS act: primary screen for activators of insulin secretion dependent on glucose, INS-1E cells, GLuc reporter luminescence; INS-1E GLuc reporter insulin secretion, 2-3 h; activation, % at 16.6 µM; 370,000 compounds, 0.61% hits;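 active means lowest replicate activation of at least 40%, so every replicate reaches that level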;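 further: 0% = median of neutral control wells and 100% = median of IBMX positive control wells; some compounds called inactive have numbers as strong as hits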
ERAP1 inh: inhibitors of human ERAP1 aminopeptidase; Q9NZ08; recombinant ERAP1, Leu-AMC fluorescence, 60 min; inhibition, % at 10.7 µM; 340,000 compounds, 0.15% hits;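 active means mean replicate inhibition of at least 30%, or all replicates individually reaching that 30% level; inactive means mean below 30% and not every replicate reaching it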;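 further: 0% = neutral control wells and 100% = L-leucinethiol positive control wells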
RAD54 branch: blocks human RAD54 Holliday junction branch migration; Q92698; FAM/BHQ fluorescence; inhibition, % at 10.4 µM; 360,000 compounds, 0.14% hits; AID 602329;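 active means mean normalized replicate activity at least 40 and at least half of replicates scoring 40 or more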;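 further: 0% = median of neutral control wells and 100% = median of positive control wells; inhibitors cause a drop in the FAM fluorescence signal; in these data hits start at about 50%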
Xi reactivation: reactivates the inactive X chromosome in mouse fibroblasts. 360,000 compounds, 0.055% hits. activation, % at 7.58 µM. XiGFP mouse fibroblasts, % GFP-positive cells imaging, 3 d; cells co-treated with 5-aza-dC sensitizer; scaled so ellipticine positive control = 100%. AID 743238;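 active means mean normalized replicate activation at least 10% and every replicate at or above 10%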;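 further: 0% = median of on-plate neutral control wells and 100% = ellipticine 6 µM median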
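System: XiGFP fibroblasts, SV40-immortalized. Medium: DMEM plus 5-aza-dC sensitizer. Doses: single point. Timing: 3 d treatment, 15 min room-temperature fixation. Control set: ellipticine 6 µM.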
ARNT-TACC3 inh: disruptors of human ARNT/TACC3 interaction. Q9Y6A5. AlphaScreen His-ARNT PAS-B/GST-TACC3 binding, luminescence; TACC3 fragment carries E629A point mutation. inhibition, % at 9.99 µM. 390,000 compounds, 0.66% hits. AID 623870;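 active means mean inhibition of replicates at least 50% and at least half of replicates each reaching 50%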;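 further: 0% = complete ARNT plus TACC3 wells and 100% = ARNT alone without TACC3; many hits fall short of the cut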
F508del corr: correctors of CFTR F508del function in bronchial epithelial cells; CFBE cells, YFP halide quenching; stimulated with forskolin plus potentiator P3; % fluorescence drop versus neutral controls; activity (quench increase), % at 7.58 µM; 350,000 compounds, 0.36% hits;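 active means mean added fluorescence quench of at least 8% versus neutral control, with both replicates also reaching 8%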;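 further: cells transiently co-express mutant CFTR-F508del with the halide-sensitive YFP; corrector assay measuring rescue of mutant channel to the surface after 24 h compound exposure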
Active calls of the source: *; i = inactive; nt = not tested or not shown. Random draw from the library. About 3.3% of those tested had a hit in this group.

SMILES	esBAF inh	RAD52 inh	INS-1E GSIS act	ERAP1 inh	RAD54 branch	Xi reactivation	ARNT-TACC3 inh	F508del corr
C[C@@H]1CN([C@@H](C)CO)C(=O)Cc2cc(NC(=O)Nc3ccc(F)cc3)ccc2O[C@H]1CN(C)C(=O)NC1CCCCC1	5.9	2.7	6.8	2.5	-13.2	0.4	10.6	1.3
C[C@H]1CN([C@@H](C)CO)C(=O)Cc2cc(NC(=O)Nc3ccc(C(F)(F)F)cc3)ccc2O[C@H]1CN(C)CC1CC1	-6.4	-9.6	nt	0.5	1.0	nt	12.9	0.5
O=C(C1COc2ccccc2O1)N1CCN(Cc2ccc(Br)cc2F)CC1 (stereo not given)	1.0	-4.7	-48.5	-1.8	1.2	0.6	nt	-0.2
CO[C@@H](CN(C)S(=O)(=O)c1ccccc1)[C@H](C)CN(Cc1ccccc1Cl)[C@H](C)CO	-7.9	9.8	-1.0	-0.9	5.4	0.0	6.5	-3.7
COc1cc(/C=C2/SC(=S)N(c3ccccc3)C2=O)ccc1Oc1nc(N2CCOCC2)nc(N2CCOCC2)n1	nt	-57.5	12.3	2.7	nt	0.1	3.5	nt
CCCOc1cccc(C(=O)N/N=C/c2coc3ccccc3c2=O)c1	4.6	-6.0	22.4	4.5	0.3	0.0	-2.3	2.2
Fc1ccc(-n2nnc(-c3cnc4ccccc4c3)n2)cc1	-71.1	3.2	nt	2.0	-8.5	0.4	0.0	-0.2
CCCCOc1ccc(C(O)(CCC)CCN2CCOCC2)cc1 (stereo not given)	nt	nt	-12.2	nt	-4.9	0.1	-1.9	nt
CCNc1nc(SCC(N)=O)nc2sc3c(c12)CCN(C)C3	-11.5	4.2	14.0	-1.0	7.7	0.0	3.5	1.9
CSc1ccc(S(=O)(=O)NC2CC2)cc1	-8.0	-14.7	0.0	-0.7	-2.6	0.2	-4.2	-0.1

Three entries from above, set out differently.
CO[C@@H](CN(C)S(=O)(=O)c1ccccc1)[C@H](C)CN(Cc1ccccc1Cl)[C@H](C)CO
  esBAF inh: -7.9	RAD52 inh: 9.8	INS-1E GSIS act: -1.0	ERAP1 inh: -0.9	RAD54 branch: 5.4	Xi reactivation: 0.0	ARNT-TACC3 inh: 6.5	F508del corr: -3.7
COc1cc(/C=C2/SC(=S)N(c3ccccc3)C2=O)ccc1Oc1nc(N2CCOCC2)nc(N2CCOCC2)n1
  esBAF inh: nt	RAD52 inh: -57.5	INS-1E GSIS act: 12.3	ERAP1 inh: 2.7	RAD54 branch: nt	Xi reactivation: 0.1	ARNT-TACC3 inh: 3.5	F508del corr: nt
CCCOc1cccc(C(=O)N/N=C/c2coc3ccccc3c2=O)c1
  esBAF inh: 4.6	RAD52 inh: -6.0	INS-1E GSIS act: 22.4	ERAP1 inh: 4.5	RAD54 branch: 0.3	Xi reactivation: 0.0	ARNT-TACC3 inh: -2.3	F508del corr: 2.2

The list goes on:
SMILES	esBAF inh	RAD52 inh	INS-1E GSIS act	ERAP1 inh	RAD54 branch	Xi reactivation	ARNT-TACC3 inh	F508del corr
COc1cc2c(=O)n(CCC(=O)NCC3CCCO3)c(=O)n(CC(=O)Nc3ccc(C)cc3C)c2cc1OC (stereo not given)	-1.5	2.5	3.1	1.2	-3.5	0.3	1.1	-4.0
COCC(=O)N1[C@H](CO)[C@H](c2ccccc2)[C@@H]1CNC(=O)c1ccccn1	-1.2	-9.3	12.4	1.1	-5.0	0.3	4.5	-2.4
C[C@H](CO)N1C[C@H](C)[C@H](CN(C)C(=O)c2ccccn2)Oc2ncc(C3=CCCCC3)cc2C1=O	0.5	-0.2	5.8	2.1	3.9	0.1	0.8	-4.8
Cc1nnc(N/N=C/c2ccc(-c3ccccc3F)o2)n1N	nt	2.0	-1.7	-1.0	nt	0.0	29.4	-1.0
O=C(NN=C(Cc1ccccc1)Cc1ccccc1)C1CC1	8.8	-13.6	-1.5	-5.6	2.7	0.0	-4.4	2.3
CCOC(=O)c1ccc(NC(=O)CCC2COc3ccccc3O2)cc1 (stereo not given)	-6.8	2.0	-27.5	-1.9	1.3	nt	19.8	nt
CNc1cc(-c2ccc(C(=O)OC)cc2)ncn1	30.9	1.6	nt	-2.2	2.4	0.4	nt	1.6
O=C(CN(C(=O)c1csnn1)c1cccc2ccccc12)NCc1ccc(F)cc1	nt	-21.0	8.6	17.6	-1.8	0.0	2.1	1.5
C[C@@H]1CN([C@@H](C)CO)C(=O)c2cc(NC(=O)Nc3ccc(C(F)(F)F)cc3)ccc2O[C@@H]1CN(C)S(=O)(=O)c1cn(C)cn1	-3.0	2.4	17.1	-2.2	7.7	0.2	-0.7	3.9
Fc1ccc(-c2nc3c4ccccc4ccn3c2Cc2cccc(Cl)c2)cc1	-0.8	i	-0.2	-1.0	-2.7	0.0	nt	-1.5
CCN(C(=O)COC(=O)/C=C/c1nc2ccccc2s1)C1CCS(=O)(=O)C1 (stereo not given)	1.7	-24.3	4.8	-8.0	-5.0	0.0	-6.2	-0.2
Cc1ccc(S(=O)(=O)N(C)C[C@@H]2Oc3c(NS(=O)(=O)c4c(C)noc4C)cccc3C(=O)N([C@H](C)CO)C[C@@H]2C)cc1	-8.6	-31.1	-2.9	-3.4	3.8	0.6	18.9	-2.0
CC(C)C(=O)NN(C(=O)c1ccccc1)c1ccccc1	nt	9.1	-9.4	5.0	nt	0.0	-2.4	2.2
OCC1CCCN(Cc2cn(Cc3ccccc3)nc2-c2cc3ccccc3o2)C1 (stereo not given)	nt	-5.3	-6.9	3.1	nt	0.0	-0.9	2.1
COc1cccc(S(=O)(=O)N2CCCCN3[C@H](CO)[C@@H](c4ccc(C#CC5CC5)cc4)[C@@H]3C2)c1	-1.3	-24.0	-2.0	-1.9	2.0	0.1	12.0	-0.4
COc1ccc2c(c1)[nH]c1c(=O)n(Cc3ccncc3)cnc12	nt	-18.6	-2.2	0.6	-14.3	-0.1	8.5	1.9
CC(=O)Nc1ccc(Cl)cc1-c1ccccc1	-1.4	-4.6	0.1	1.6	-2.2	0.0	-19.5	1.4
COc1ccc(CN(C)C[C@H]2OCCCC[C@@H](C)Oc3ccc(NC(=O)NC4CCCCC4)cc3C(=O)N([C@H](C)CO)C[C@H]2C)cc1	-2.8	7.8	-16.2	-0.6	1.3	0.3	4.6	0.0
C/C=C/c1ccc([C@H]2[C@@H](CO)N(C(=O)C3CCCC3)C23CN(S(C)(=O)=O)C3)cc1	nt	-51.7	0.9	-11.3	nt	0.0	nt	-2.0
C[C@H](c1ccccc1)N1C[C@@H](COCc2ccccc2)Oc2cc(N3CC[C@H](N(C)C)C3)ccc2S1(=O)=O	nt	50.7*	-26.3	-3.2	nt	0.1	nt	4.0
CC1(C(=O)Nc2ccc3c(c2)OCCO3)CSCC(=O)N1Cc1ccco1 (stereo not given)	nt	-9.9	nt	3.4	nt	0.5	nt	-2.1
N#CCCN/N=C(\Cc1nc2ccccc2[nH]1)c1ccccc1	24.2	nt	-5.3	nt	-9.0	nt	8.7	nt
CN(CC(=O)Nc1cccc(S(=O)(=O)N2CCCC2)c1)Cc1ccccc1	8.1	-17.0	-4.4	-0.3	-9.4	0.0	7.5	-2.6
C[C@@H]1CN([C@H](C)CO)C(=O)c2ccccc2-c2ccccc2CO[C@@H]1CN(C)Cc1cccc(F)c1	-3.3	12.0	-7.0	0.8	-3.3	-0.2	5.6	3.9
O=C(CN1CCOCC1)N1CC[C@H]2[C@H](CO)Nc3ccc(-c4ccccc4F)cc3[C@H]21	-3.7	nt	1.7	nt	9.2	0.1	14.7	-0.9
CCOC(=O)C1(C)CCCN1C(=O)c1cccc2ccccc12 (stereo not given)	-4.2	-7.4	11.5	-1.3	5.2	0.1	nt	-0.3
Cc1ccc(S(=O)(=O)N2CCCCC2)cc1NC(=O)c1cncc(Br)c1	0.9	-6.9	-3.2	2.0	nt	0.3	3.5	-1.2
Cc1cc(C(=O)N2CCC2(C)C(=O)NS(=O)(=O)c2ccccc2Cl)nn1C (stereo not given)	-9.2	-2.1	nt	-1.9	0.5	0.1	nt	2.9
Cn1c(=O)c([N+](=O)[O-])c(N2CCN(Cc3ccc4c(c3)OCO4)CC2)c2ccccc21	nt	4.6	nt	-1.8	-7.1	0.4	4.5	1.4
CCn1ccc(C(=O)NC2=NCCS2)n1	nt	-9.7	4.5	1.8	nt	-0.1	-6.3	1.1
CC(C)N(C)Cc1nnnn1CC(=O)NCCc1cccc(C(F)(F)F)c1	-10.4	-1.7	-10.6	0.7	-1.6	0.0	32.3	-0.8
Cc1noc(C)c1S(=O)(=O)N(C)C[C@@H]1OCCCC[C@@H](C)Oc2ccc(NS(C)(=O)=O)cc2C(=O)N([C@H](C)CO)C[C@H]1C	4.4	6.9	4.3	-1.2	-9.1	-0.2	nt	-1.2
Cc1ccc(-c2ccc3c(c2)O[C@H](CN(C)C(=O)Nc2ccc(C(F)(F)F)cc2)[C@@H](C)CN([C@H](C)CO)S3(=O)=O)cc1	1.9	-8.4	-12.7	3.0	4.9	-0.8	-4.3	4.4
CCn1c(C)[n+](CC)c2ccc(S(=O)(=O)NC)cc21	-4.0	-14.3	2.4	59.3*	nt	0.0	-1.3	-2.1
CSCC[C@H](NC(=O)OC(C)(C)C)C(=O)N1CCC(C(=O)N[C@@H](Cc2c[nH]c3ccccc23)C(=O)O)CC1	4.8	-15.5	nt	1.8	-9.1	0.2	-4.8	-0.7
CCC(Sc1ncccc1C(=O)O)C(=O)N1CCCC1 (stereo not given)	1.1	-8.9	-1.8	0.0	-4.1	nt	nt	0.5
O=C(NCc1ccccc1)c1cc(C2CCCN(C(=O)c3ccc4c(c3)CCO4)C2)on1 (stereo not given)	3.8	-3.7	16.0	0.7	-2.7	0.1	nt	-1.8
COc1ccc(N(C(=O)Cc2cccs2)C(C(=O)NC2CCCC2)c2ccncc2)cc1OC (stereo not given)	8.6	-11.2	6.6	0.4	7.0	0.0	0.8	1.2
CCC(C)NC(=O)Nc1ccc(F)c(Cl)c1 (stereo not given)	18.0	-14.8	-6.1	-1.3	0.6	0.0	-8.9	-1.9
COc1ccccc1NC(=O)N1C[C@H]2[C@@H](c3ccccc31)[C@H](CO)N2C(=O)C1CCCC1	-3.4	9.1	-1.8	0.8	-17.7	0.0	-9.5	3.7
OC(CNC1CCCC1)COc1ccc(F)cc1 (stereo not given)	-9.5	-4.4	-0.6	-2.4	-15.5	0.0	-4.0	-0.2
c1ccc(-c2cncnc2)nc1	1.0	5.5	nt	2.5	5.8	-0.3	-2.3	1.2
O=C(CSc1ccc(-c2ccccn2)nn1)NCc1ccccc1	nt	-31.3	-2.5	-2.7	nt	0.2	102.1*	0.8
OC1CCCN(Cc2cn(Cc3ccccc3)nc2-c2cc3ccccc3o2)C1 (stereo not given)	nt	6.1	-16.6	-0.2	nt	0.0	0.9	0.0
Nc1nonc1-n1nnc(C(=O)N/N=C/c2ccc3c(c2)OCO3)c1-c1ccccc1	6.2	-5.2	-6.6	-5.2	-7.3	0.5	0.7	-0.3
C=CCNC(=O)COC(=O)C1CCN(S(=O)(=O)c2ccc3c(c2)OCCO3)CC1	nt	-24.1	12.1	-1.2	-7.3	0.1	-3.1	4.1
Cc1cccc2cc(CN(Cc3ccc4c(c3)OCO4)Cc3nnnn3C3CCCC3)c(=O)[nH]c12	-1.2	-15.4	-0.9	2.1	0.4	nt	-16.0	4.7
Cc1cccc(C)c1-n1nnnc1C(c1ccnc2ccccc12)N1CCCC1 (stereo not given)	nt	-3.0	13.0	-4.6	nt	0.0	nt	-2.6
COc1cccc(C(=O)Nc2ccc3ccccc3c2)c1	-37.0	-53.3	-5.7	0.7	14.3	-0.1	-5.3	4.9
CN1CCN(C(=O)C[C@@H]2CC[C@H]3[C@@H](COC[C@H](O)CN3C(=O)Nc3ccc(F)cc3)O2)CC1	2.5	-2.8	14.0	0.8	9.4	0.0	-2.9	-0.4
COc1cc(/C=C2/C(=O)ON=C2C)cc(Cl)c1O	-4.1	-147.7	5.6	1.1	-9.9	0.2	-0.1	-1.1
